# DUSP3 inh – DUSP3 (human) phosphatase inhibition; recombinant VHR phosphatase, pNPP absorbance; inhibition, % at 13.3 µM; 0.52% of 290,000 active; in the data active = inhibition above about 50%; note: some compounds called inactive have numbers as strong as hits
# Target sequence (P51452 whole entry, looked up): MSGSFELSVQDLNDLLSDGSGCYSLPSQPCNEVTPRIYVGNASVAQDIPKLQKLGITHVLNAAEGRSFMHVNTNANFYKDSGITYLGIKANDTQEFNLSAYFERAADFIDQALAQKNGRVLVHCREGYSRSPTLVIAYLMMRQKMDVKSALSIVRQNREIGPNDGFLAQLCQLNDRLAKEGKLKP
# CCHFV vOTU inh – CCHFV vOTU protease inhibition; Pep-AMC fluorescence; inhibition, % at 11.5 µM; 0.55% of 370,000 active; AID 651958; in the data active = inhibition above about 30%; note: 0% = vehicle wells with enzyme and 100% = no enzyme wells
# Rv3671c inh – Rv3671c (M. tuberculosis) protease inhibition. P9WHR9. inhibition, % at 5.96 µM. 0.048% of 320,000 active; in the data active = inhibition above about 38%;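 note: extracellular domain of Rv3671c used as enzyme; 0% = enzyme with DMSO and 100% = no enzyme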
# PrPC TRFRET – reduces human prion protein on the cell surface; cell surface PrPC, TR-FRET read-out; 0.43% of 370,000 active; AID 720596; inhibition, % at 13.8 µM; in the data active = inhibition above about 24%; note: 0% = median of the test wells and 100% = reference compound wells
# PriA SSB inh – K. pneumoniae PriA-SSBct interaction inhibition; AlphaScreen SSBct-PriA binding, biotinylated peptide; inhibition, % at 33 µM; 0.6% of 430,000 active; in the data active = inhibition mostly above about 37%, no sharp cut-off; inactive = mostly below about 20%;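 note: plate controls were negative control peptide for no effect and reference peptide for full effect; strong numbers were not always called active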
# 3CLpro inhibitor – SARS-CoV 3CLpro protease inhibition; 0.14% of 290,000 active; inhibition, % at 6 µM; P0C6X7; recombinant SARS-CoV 3CLpro, quenched FRET peptide cleavage; in the data active = inhibition above about 12%
# MazF activator – activators of E. coli MazEF toxin-antitoxin RNase; P0AE70; FAM/BHQ RNA-DNA oligo cleavage fluorescence, 5 h; activation, % at 20 µM; 0.32% of 350,000 active; in the data active = activation above about 50%
# Anthrax LF inh2 – anthrax lethal factor protease inhibition. 0.12% of 360,000 active. multiplex microsphere protease cleavage assay, LF. inhibition, % at 10 µM. AID 588501. P15917; note: plate controls were buffer without enzyme for full effect and enzyme alone for no effect
# Target sequence (P15917 whole entry, looked up): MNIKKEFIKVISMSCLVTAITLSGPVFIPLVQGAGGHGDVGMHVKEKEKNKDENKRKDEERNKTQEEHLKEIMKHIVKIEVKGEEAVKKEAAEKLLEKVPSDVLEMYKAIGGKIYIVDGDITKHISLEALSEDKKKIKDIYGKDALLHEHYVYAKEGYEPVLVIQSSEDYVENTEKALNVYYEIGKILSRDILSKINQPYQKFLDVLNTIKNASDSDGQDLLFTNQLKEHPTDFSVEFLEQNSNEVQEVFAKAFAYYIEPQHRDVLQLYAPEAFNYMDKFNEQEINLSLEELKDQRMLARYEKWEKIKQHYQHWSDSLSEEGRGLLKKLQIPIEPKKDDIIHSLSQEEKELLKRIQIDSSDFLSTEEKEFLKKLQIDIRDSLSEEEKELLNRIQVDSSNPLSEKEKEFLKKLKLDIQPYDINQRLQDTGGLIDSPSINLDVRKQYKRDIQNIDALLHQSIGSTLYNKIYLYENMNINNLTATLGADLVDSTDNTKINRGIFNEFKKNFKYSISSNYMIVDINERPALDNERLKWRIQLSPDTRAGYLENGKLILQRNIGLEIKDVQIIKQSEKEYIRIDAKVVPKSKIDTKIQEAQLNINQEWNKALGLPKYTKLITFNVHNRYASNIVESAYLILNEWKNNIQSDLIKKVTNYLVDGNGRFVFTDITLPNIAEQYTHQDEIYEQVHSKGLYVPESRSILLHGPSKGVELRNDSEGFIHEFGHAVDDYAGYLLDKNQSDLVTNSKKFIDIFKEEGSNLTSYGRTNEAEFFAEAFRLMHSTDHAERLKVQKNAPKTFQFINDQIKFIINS
# BoNT-F LC inh – blocks Botulinum neurotoxin F light chain protease; 0.22% of 360,000 active; Multiplex microsphere protease cleavage assay, flow cytometry; inhibition, % at 10 µM; in the data active = inhibition above about 35%, passing the limit was not always enough; inconclusive = no clear call, values can overlap the other calls; note: plate controls were buffer without enzyme for full effect and enzyme alone for no effect
# BoNT A protease – BoNT A light chain protease inhibition; multiplex microsphere protease substrate cleavage, flow cytometry; inhibition, % at 10 µM; 0.17% of 360,000 active; AID 588499; note: plate controls were buffer without enzyme for full effect and enzyme alone for no effect
# * marks the source's active call; other numbers are inactive results; i = inactive; ? = inconclusive; . = not tested or not shown; & = joins results of further samples. Cut-off read from the data, not from the text of the source, unless noted: active = inhibition above about 30%; inconclusive = no clear call, values can overlap the other calls; inactive = below that.
# Below each compound: DUSP3 inh, CCHFV vOTU inh, Rv3671c inh, PrPC TRFRET, PriA SSB inh, 3CLpro inhibitor, MazF activator, Anthrax LF inh2, BoNT-F LC inh, BoNT A protease
- CCNC(=S)Nc1sc2c(c1C#N)CCC(C)C2 (configuration not stated)
  8, 8, 4, 0, -10, -1, 5, ., ., .
- CCCSc1nc2cc(C)c(C)cc2n1CC(C)O (configuration not stated)
  9, -7, -3, 2, -8, -1, 13, 0, 4, 0.2
- CCOC(=O)Cc1cc(=O)[nH]c(/N=C(\N)Nc2ccc(C)c(C)c2)n1
  30, -6, 7, -9, ., 2, 1, 2, 1, -0.1
- CCn1c(SCC(=O)Nc2cccc(C)c2)nc2nc3c(cc2c1=O)COC(C)(C)C3
  13, 2, -19, -5, 5, -2, 1, -21, ?, ?
- COc1ccc(NS(=O)(=O)c2ccc(N3CCOCC3)c(NC(=O)c3ccccc3Cl)c2)cc1
  -4, 14&0, -4, 11&5, 8, 5, 3, -1, -2, -0.2
- C/C(=N\Nc1cccc2cccnc12)c1ccccc1O
  14, -3, -2, -5, ., 2, 7, -8, -5, -0.3
- Cc1cc(N)n(-c2ccccn2)n1
  25, -10, -11, -6, 7&-6, 2, 0, 9, ?, 0.7
- Cc1cccc(C(=O)NCc2nnc(SCC(=O)NC3CCCC3)n2C)c1
  3, -1, -3, 5, -6, -2, -5, -4, -2, -0.9
- CCCC(=O)Nc1ccc(C#Cc2ccccc2)cc1
  13, -9, -5, 14, -11, 2, -4, -8, 5, 3.8
- Cc1ccc(S(=O)(=O)N2C(=O)CCC2C(=O)N2CCCCC2)cc1 (configuration not stated)
  52*, -6, 7, -6, -6, 3, 12, -18, ?, -0.4
- Cc1cc2c(s1)c1cnn(-c3ccccc3)c(=O)c1n2C
  ., -15, -3, -5, 32, ., 3, -4, -1, -0.5
- O=c1cc(-c2ccccc2)oc2ccc3ccccc3c12
  ., -16, ., 2, ., ., -8, -2, -4, 0.1
- O=C(O)CCNC(=O)/C(=C/C=C/c1ccccc1)NC(=O)c1ccccc1
  -5, 10, -7, -9, 5, 3, 1, 2, -2, 0.1
- CCc1ccccc1OCc1nnc(N)s1
  33, 2, -7, -6, -12, 0, 8, -2, -5, 0.4
- COc1ccccc1-n1c(SCC(=O)N(C)C2CCS(=O)(=O)C2)nc2ccccc2c1=O (configuration not stated)
  10, 7, 7, 4, -5, 2, 5, -5, 4, 0.6
- O=C(NCCCn1ccnc1)/C(=C/c1cccnc1)NC(=O)c1ccco1
  17, -8, -3, 1, -7, -1, 4, -1, ?, 0.4
- Cc1ccc(CC(=O)NCC(C)C)cc1
  -19, 3, -8, 2, -16, -2, -1, 1, 3, 1.3
- CC(C)c1ccccc1OCCCCCNCCO
  -13, 1, -1, -7, -15, 6, -5, -2, -8, -1.4
- Cc1cc(C(=O)NCc2cc(F)cc3c2OCOC3)nn1C
  9, -15, 0, 2, -11, -1, -2, -8, ?, -1.1
- O=C(NCc1ccco1)c1ccc2c(=O)n(-c3ccccc3)c(=S)[nH]c2c1
  25, 3, -7, 2, -13, 3, 8, 5, -3, 0.1
- Cc1cc(C(=O)OCC(=O)Nc2c(F)cccc2F)c(C)n1-c1ccccc1
  30, 10, -6, 14, -8, -1, -2, -7, -4, -0.9
- COc1ccccc1/C=C\C(=O)NCC(=O)N/N=C(/C)c1cccc([N+](=O)[O-])c1
  0, -8, -8, -9, ., -6, 12, -3, 3, -3.2
- CN(C)S(=O)(=O)Nc1cccc(NC(=O)CC23CC4CC(CC(C4)C2)C3)c1
  2, 0, -9, 5, -6, 4, 0, -2, -16, -2.1
- COc1ccc(CNC(=O)c2cn(Cc3ccc(S(=O)(=O)N(C)C)cc3)c(=O)s2)cc1
  ., -2, ., -3, ., ., ., -12, -8, -0.8
- CCCCn1c(N)c(N(CCOC)C(=O)COC(=O)COc2cccc(C(C)=O)c2)c(=O)[nH]c1=O
  ., -2, -14, -3, -3, ., 5, -3, 0, 0.0
- O=C(C1CCN(c2ccc(N3CCOCC3)nn2)CC1)N1CCN(c2ccc(F)cc2)CC1
  36, ., 3, ., -5, -2, -3, -1, 1, 1.7
- Cc1ccc(C(=O)Nc2ccc(N3CCOCC3)c3nonc23)cc1[N+](=O)[O-]
  36, -2, 4, -5, 10, 0, 6, 2, -9, 1.4
- CCOC(=O)c1c(C)oc2c1c(C=NC1CCS(=O)(=O)C1)c(O)c1ccccc12 (configuration not stated)
  5, 26, -10, -27, 6, 4, -2, 0, 7, 1.0
- CCCn1nnc(NC(=O)c2sc3ccccc3c2Cl)n1
  1, -7, -5, -4, -20, 3, 1, -1, 6, 1.0
- CCC1(C(=O)OC)NC(c2cccc(F)c2)C2C(=O)N(C)C(=O)C21 (configuration not stated)
  ., -5, -10, -4, -7, -6, -18, 0, 11, 0.5
- COCCNC(=O)CN(C(=O)Cn1nnc2ccccc21)c1ccc(C)c(F)c1
  -1, -9, 0, 2, -2, 4, 4, -4, 24, 0.2
- OC(c1ccccc1)(c1nc(-c2cc(F)cc(F)c2)cs1)C(F)(F)F (configuration not stated)
  ., 15, ., -6, ., ., ., 2, -2, 0.1
- O=C(Nc1cccc(-c2nn[nH]n2)c1)c1ccc(Cl)s1
  6, -1, -16, -4, 1, 1, 1, 1, 3, -1.6
- COc1ccc(C(=O)N/N=C/c2ccccc2C(=O)O)cc1OC
  5, 6, 6, 2, i, 3, 5, -3, -9, -0.7
- Cc1ccc(NC2SC(=O)N(Cc3cccc(C(=O)O)c3)C2=O)c(C)c1 (configuration not stated)
  17, 4, 7, -2, -4, 0, 0, ., ., .
- COc1cccc(/C(C)=N/NC(=O)Cc2c(C)[nH][nH]c2=O)c1
  -11, -13, 4, 2, ., -1, 3, 0, -4, 0.2
- COc1cccc(-c2nnn(CC(=O)Nc3cc(OC)c(NC(=O)c4ccco4)cc3OC)n2)c1
  -9, 2, 2, -1, -6, -1, -11, 2, 9, 0.1
- CC/C(=N\NC(=O)c1nnn(-c2nonc2N)c1-c1cccs1)c1ccccc1
  24, 7, -3, -2, ., 0, -1, 1, 0, -0.8
- Cc1ccc(S(=O)(=O)N2CCN=C2SCc2ccccc2)cc1
  10, -13, -4, 9, -38, 0, 0, -1, -3, -0.5
- CCOc1cc(/C=N/NC(=O)CCCC(=O)NC2CCCCC2)ccc1O
  -10, 11, 12, -4, ., 1, -1, 0, 4, 0.5

# The list continues.
SMILES	DUSP3 inh	CCHFV vOTU inh	Rv3671c inh	PrPC TRFRET	PriA SSB inh	3CLpro inhibitor	MazF activator	Anthrax LF inh2	BoNT-F LC inh	BoNT A protease
O=C(Nc1c2c(nn1-c1ccc([N+](=O)[O-])cc1)CS(=O)(=O)C2)c1ccccc1F	-2	10	2	-12	-8	-2	12	-2	0	-0.6
O=P(C(c1c[nH]c2ccccc12)N1CCOCC1)(N1CCOCC1)N1CCOCC1 (configuration not stated)	-11	7	0	8	-4	3	2	1	-8	-0.1
CCCCN(C(=O)c1cccc(S(=O)(=O)N2CCN(C)CC2)c1)c1c(N)n(CC(C)C)c(=O)[nH]c1=O	.	-5	.	3	-18	.	4	-1	5	-2.5
COc1ccc(NC(=O)C2Cc3c(-c4cccc(C(N)=O)c4)ccnc3O2)cc1OC (configuration not stated)	.	-2	.	11	.	.	.	-1	-2	-0.7
Cc1cccc(NC(=O)CCCCCN2C(=O)c3ccccc3C2=O)n1	-16	0	-3	-5	-8	3	-3	-10	-5	0.1
Cc1cc(NC(=O)c2ccccc2)n(-c2ccccc2)n1	8	-6	7	6	-7	-2	3	-6	4	0.9
Nc1nc(NC(=O)c2cccs2)nn1-c1ccccc1	-15	-2	-2	-2	-14	4	-14	-2	-8	0.6
COc1ccccc1NC(=O)CCNC(=O)C1CCN(S(=O)(=O)c2ccccc2)CC1	.	-19	.	6	.	.	10	3	3	0.2
C=CCOC(=O)C1=C[C@H](c2csc3ccccc23)C[C@H](OCCCCO)O1	.	8	0	-5	-17	.	6	5	8	0.3
O=[N+]([O-])c1ccc(N2CCNCC2)cc1NCc1ccco1	11	9	-10	-1	8	5	3	-1	-11	-1.1
Nc1nnc(SCC(=O)NCCNC(=O)CSc2nnc(N)s2)s1	.	13	-10	-4	-25	.	2	?	-7	-2.5
CC[C@@]12C(=O)N(c3cccc(Br)c3)C(=O)N1[C@H](c1ccc(Cl)cc1)[C@@H]1C(=O)N(C3CCCCC3)C(=O)[C@@H]12	1	9	-23	-6	-9	6	-4	-9	1	0.0
COC(=O)c1ccc(NC(=O)C2C3C=CC(O3)C2C(=O)O)cc1 (configuration not stated)	5	-9	-2	9	-13	1	-1	2	6	-0.6
Cc1cc(N2C(=O)CCC2=O)n(-c2ccccc2)n1	17	0	-5	-1	2	-4	7	3	2	0.3
Nc1ccn([C@@H]2O[C@H](COS(=O)(=O)O)[C@@H](O)[C@H]2O)c(=O)n1	.	6	6	-6	-16	.	1	-4	-5	0.3
Cc1[nH]c2ccc(C(=O)NCCN3CCCCCC3)cc2c1C	-13	12	5	-5	3	2	16	-3	-18	-0.6
CCCC(O)(CCN1CCOCC1)c1ccc(Cl)cc1 (configuration not stated)	11	-14	-6	-1	-6	-3	2	-1	0	-1.2
CN(C)S(=O)(=O)N1CCN(S(=O)(=O)c2ccccc2)CC1	8	-33	0	6	-23	3	3	-7	2	0.5
CCOc1ccc(OCCCC(=O)ON=C(N)c2ccccc2Cl)cc1	.	2	-4	2	-10	.	-3	-5	0	-0.2
COc1ccc(C2c3c(-c4ccccc4)n[nH]c3C(=O)N2c2ccc(C(=O)O)cc2)cc1 (configuration not stated)	8	27	0	0	1	-4	2	-1	-9	-1.0

# For convenience, some entries already given.
SMILES	DUSP3 inh	CCHFV vOTU inh	Rv3671c inh	PrPC TRFRET	PriA SSB inh	3CLpro inhibitor	MazF activator	Anthrax LF inh2	BoNT-F LC inh	BoNT A protease
Cc1cc(NC(=O)c2ccccc2)n(-c2ccccc2)n1	8	-6	7	6	-7	-2	3	-6	4	0.9
Nc1nc(NC(=O)c2cccs2)nn1-c1ccccc1	-15	-2	-2	-2	-14	4	-14	-2	-8	0.6
COc1ccccc1NC(=O)CCNC(=O)C1CCN(S(=O)(=O)c2ccccc2)CC1	.	-19	.	6	.	.	10	3	3	0.2
C=CCOC(=O)C1=C[C@H](c2csc3ccccc23)C[C@H](OCCCCO)O1	.	8	0	-5	-17	.	6	5	8	0.3
O=[N+]([O-])c1ccc(N2CCNCC2)cc1NCc1ccco1	11	9	-10	-1	8	5	3	-1	-11	-1.1
Nc1nnc(SCC(=O)NCCNC(=O)CSc2nnc(N)s2)s1	.	13	-10	-4	-25	.	2	?	-7	-2.5
CC[C@@]12C(=O)N(c3cccc(Br)c3)C(=O)N1[C@H](c1ccc(Cl)cc1)[C@@H]1C(=O)N(C3CCCCC3)C(=O)[C@@H]12	1	9	-23	-6	-9	6	-4	-9	1	0.0
COC(=O)c1ccc(NC(=O)C2C3C=CC(O3)C2C(=O)O)cc1 (configuration not stated)	5	-9	-2	9	-13	1	-1	2	6	-0.6
Cc1cc(N2C(=O)CCC2=O)n(-c2ccccc2)n1	17	0	-5	-1	2	-4	7	3	2	0.3

# These rows are one share of the data (hit frequency here may not be typical).
